# Source: PubChem (Broad Institute)
# PGC1a acetyl inh: inhibitors of PGC1a acetylation signal, primary screen, cell-based, U2OS, AlphaScreen, inhibitor mode; inhibition, % at 15.6 µM; 350,000 tested, 0.17% active; AID 651687, 2012; AlphaScreen anti-acetyl-lysine; with virally co-expressed GCN5 acetyltransferase;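 active = every replicate shows inhibition of at least 40%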;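 note: 0% = neutral control wells and 100% = positive control wells; some results beyond the cut were filed as inactive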
# PAX8 reporter: inhibitors of PAX8-driven TPO luciferase reporter, primary screen, RMG-I cells, single concentration | SteadyGlo, 24 h | inhibition, % at 12.6 µM | 360,000 tested, 1.2% active | AID 652154, 2013;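 active = mean replicate inhibition at least 60% with every replicate also reaching 60%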;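 note: luciferase light reporting Pax8 driven TPO promoter activity; plate controls were median of neutral control wells for no effect and mitoxantrone controls for full effect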
# CASP6 VEID inh: human caspase-6 inhibitors, primary screen, biochemical, VEID-R110 fluorescence, single point, set 2; inhibition, % at 12.5 µM; purified caspase-6, Z-VEID-R110 cleavage fluorescence; P55212; 350,000 tested, 0.53% active;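 active = mean inhibition across replicates at least about 35%, with every replicate also reaching that limit, limit read from the data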;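 note: 0% = median of neutral control wells and 100% = no fluorescence left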
# Target sequence (P55212 24-179 limits assumed): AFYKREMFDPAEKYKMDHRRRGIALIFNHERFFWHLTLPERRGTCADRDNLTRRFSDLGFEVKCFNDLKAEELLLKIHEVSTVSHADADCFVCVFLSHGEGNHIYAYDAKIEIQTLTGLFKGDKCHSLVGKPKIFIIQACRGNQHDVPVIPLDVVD
# Target sequence (P55212 194-293 limits assumed): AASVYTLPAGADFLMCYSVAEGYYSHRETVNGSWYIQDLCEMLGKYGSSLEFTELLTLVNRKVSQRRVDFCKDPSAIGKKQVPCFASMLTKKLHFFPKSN
# LGR2 inh: inhibitors of bursicon-induced LGR2 CRE-luciferase signal, primary screen, cell-based, HEK293, CRE-luciferase reporter, bursicon stimulation. AID 720647, 2013. Drosophila bursicon receptor LGR2 (rickets). 380,000 tested, 0.35% active. inhibition, % at 9.99 µM. bursicon-stimulated, 4 h;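 active = drop in luminescence signal, shown as inhibition above about 50% in the replicate tests, limit read from the data, passing the limit was not always enough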;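 note: agonist challenge used bursicon conditioned medium at about half maximal strength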
# FN deposition inh: inhibitors of fibronectin matrix deposition, primary screen, AH1F cells, Alexa488-fibronectin fluorescence, plate reader | inhibition, % at 12.6 µM | AH1F fibroblasts, overnight | 350,000 tested, 0.086% active;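 active = mean inhibition across replicates of 30% or more, regardless of how many single replicates reach that level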;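 note: positive control wells lacked labelled fibronectin entirely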
#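 Assay system: AH1F fibroblasts / Quantity: 10000 cells per well / Medium: DMEM plus 2% serum, read in PBS / Reagent: labelled fibronectin 24 nM / Dosing: single dose, pinned / Times: 1 h cell attachment, overnight exposure to compound and label / Signal: fluorescence, ex 485 nm, em 525 nm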
# miR122 inh: miR-122 Renilla sensor signal increase in Huh7, primary screen, miR-122 inhibitor project, cell-based, single point, plate reader; Huh7 miR-122 Renilla luciferase sensor, 48 h; neutral wells = 0, positive control = 100; activation (reporter increase), % at 12.5 µM; 340,000 tested, 0.3% active;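 active = mean replicate activation score at least 90 and every replicate individually at or above 90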;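 note: higher luciferase means less miR-122 activity so hits act as miR-122 inhibitors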
# Cneo AK release: Cryptococcus neoformans cell lysis inducers, primary screen, AK release luminescence, single concentration. C. neoformans lysis, adenylate kinase release luminescence, 4 h; normalised: neutral wells 0, clomiphene wells 100. lysis activity, % at 15 µM. 360,000 tested, 0.2% active. AID 651654, 2012;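 active = mean lysis activity across replicates of at least 80%, whatever share of replicates individually reach that level; inactive = mean lysis activity below 80%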
#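 Material: C. neoformans cells | Amount: Yeast cell density of 5 × 10^6 cells/mL | Medium: Fresh YPD growth medium | Dosing: Single dose | Times: Static 4 h at 37 °C with compound, 1 h detection | Detection: AK luminescence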
# EWS-Fli block: EWS/Fli-driven NR0B1 reporter inhibitors, primary screen, A673 cells, NR0B1 luciferase, luminescence, MLPCN library. viability-normalised. inhibition, % at 12.6 µM. 350,000 tested, 0.67% active;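 active = mean inhibition of at least 50% after viability correction, with every replicate also passing that limit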;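 note: firefly luciferase signal divided by Alamar Blue viability fluorescence both relative to DMSO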
# Numbers without * were called inactive; · = not tested or not shown; & = joins results of further samples; ! = a repeat was not active; [ ] = another dose, or the depositor's remark.
# A first look, four compounds:
# Order of values – FN deposition inh	PAX8 reporter	CASP6 VEID inh	PGC1a acetyl inh	LGR2 inh	miR122 inh	EWS-Fli block	Cneo AK release
1: COC(=O)CCCCCCCCC(O)CN(C)C (configuration not stated)
 : 0	3	2	14	6	·	-11	-1
2: O=C(COC(=O)c1ccccc1SCC(=O)NC1CCS(=O)(=O)C1)NC1CCS(=O)(=O)C1 (configuration not stated)
 : ·	-12	-1	·	18	·	-8	·
3: CC(=O)N1C[C@H]2CON(C)[C@H]2C[C@H]1c1ccccc1Br
 : 3	-11	1	0	-5	-4	-15	0
4: CCN1CCN(C(c2ccccc2)c2sc3nc(C)nn3c2O)CC1 (configuration not stated)
 : 4	10	-1	·	-7	-3	-7	-1

# Main list, from the start:
# Order of values – FN deposition inh	PAX8 reporter	CASP6 VEID inh	PGC1a acetyl inh	LGR2 inh	miR122 inh	EWS-Fli block	Cneo AK release
1: COC(=O)CCCCCCCCC(O)CN(C)C (configuration not stated)
 : 0	3	2	14	6	·	-11	-1
2: O=C(COC(=O)c1ccccc1SCC(=O)NC1CCS(=O)(=O)C1)NC1CCS(=O)(=O)C1 (configuration not stated)
 : ·	-12	-1	·	18	·	-8	·
3: CC(=O)N1C[C@H]2CON(C)[C@H]2C[C@H]1c1ccccc1Br
 : 3	-11	1	0	-5	-4	-15	0
4: CCN1CCN(C(c2ccccc2)c2sc3nc(C)nn3c2O)CC1 (configuration not stated)
 : 4	10	-1	·	-7	-3	-7	-1
5: Nn1c(=S)[nH]nc(Cc2ccc(O)cc2)c1=O
 : -2	33	3	·	-10	·	0	·
6: COc1ccc(CN(C(=O)c2cccs2)c2ccccc2C(=O)O)cc1
 : -1	-1	3	2	7	1	6	2
7: Cc1cccc(NC(=O)CNC(=O)COC(=O)c2ccco2)c1C
 : 3	3	1	5	-1	-8	4	1
8: COc1cc(OC)cc(C(=O)Nc2nc(-c3ccccc3)c(-c3ccccc3)o2)c1
 : -1	28	-2	·	6	·	13	·
9: Cn1c(COc2ccccc2Br)nc2ccccc21
 : 2	-161	0	4	-78	-4	-91	-2
10: O=C(Cn1cnc2c(cnn2-c2ccccc2)c1=O)N1CCCc2ccccc21
 : -2	4	·	1	·	-3	·	1
11: Cc1ccc(S(=O)(=O)N(C)C[C@@H]2OCCCC[C@@H](C)Oc3ccc(NC(=O)Nc4ccc5c(c4)OCO5)cc3C(=O)N([C@H](C)CO)C[C@H]2C)cc1
 : -18	6	0	-5	-3	-14[16.7 µM]	-5	-6
12: COc1cc(SC)ccc1C(=O)Nc1cccc(S(=O)(=O)NC2=NCCC2)c1
 : 6	-12	0	-4	-9	1	-2	-1
13: CC(C)(C)NC(=O)C1CC(=O)OC12CCOC(C)(C)C2 (configuration not stated)
 : 8	1	-1	10	22	·	-2	·
14: C[C@@H]1O[C@@H](O[C@H]2[C@H](O)[C@@H](O)[C@H](Oc3c(-c4ccc(O)cc4)oc4cc(O)cc(O)c4c3=O)O[C@@H]2CO)[C@H](O)[C@H](O)[C@H]1O
 : -6	6	0	1	1	-4	1	0
15: CN(C)C(=O)c1ccc(-c2ccc(C3[C@@H]4CN(Cc5nccs5)C[C@H]3N4)cc2)cc1 (some centres not stated)
 : -4&5	-8&-7	0&-4	-2&0	-9&-1	·	53*!	·
16: C[C@@H]1CN([C@H](C)CO)C(=O)c2cc(NS(=O)(=O)c3ccc(Cl)cc3)ccc2O[C@@H]1CN(C)S(=O)(=O)c1ccccc1
 : ·	-9	·	-4	-1	12[16.7 µM]	-4	-2
17: CC(OC(=O)c1cc[n+]([O-])cc1)C(=O)Nc1ccc(Cl)cn1 (configuration not stated)
 : ·	·	·	-16	1	3	·	1
18: O=C(CSc1nnc(CNC(=O)c2c(F)cccc2F)o1)NCc1ccc(F)cc1
 : 6	2	0	·	1	·	·	1
19: COc1ccc(CN(C)C[C@H]2OCCCC[C@@H](C)Oc3ccc(NC(=O)c4ccccc4)cc3C(=O)N([C@H](C)CO)C[C@H]2C)cc1
 : ·	-33	2	-10	11	-6[16.7 µM]	2	4
20: CN1CCCCC(NC(=O)c2c(F)cccc2F)C1=O (configuration not stated)
 : 3	-6	-2	·	7	·	-8	·
21: COc1ccc2c(c1OC)C(=O)OC2Nc1nc(-c2cc3ccccc3oc2=O)cs1 (configuration not stated)
 : ·	·	·	-6	-34	-5	·	-8
22: N#Cc1nc(-c2cccc3ccccc23)oc1NCC1CCCO1 (configuration not stated)
 : -8	-140	-3	-12	-61	4	-73	-1
23: O=C(C1CCCCC1)N1CC2(C1)[C@@H](c1ccccc1)[C@H](CO)N2Cc1nccs1
 : -11	·	0	·	5	·	-3	·
24: C[C@@H]1CN([C@@H](C)CO)C(=O)c2cc(NC(=O)c3ccncc3)ccc2O[C@@H](C)CCCCO[C@H]1CN(C)C(=O)CCCN(C)C
 : -36	4	·	14	0	8[16.7 µM]	-6	2
25: CCC(=O)N1[C@@H]2c3ccc(C4=CCCC4)c(=O)n3C[C@@H]2[C@@H](CO)[C@@H]1C(=O)NCc1ccc(F)cc1
 : ·	·	1	·	-10	8[16.7 µM]	2	-3
26: Cc1ccc(S(=O)(=O)N[C@H]2CC[C@H](CCn3cc(C4(O)CCCC4)nn3)O[C@H]2CO)cc1
 : 0	8	0	-8	19	·	-2	6
27: Cc1cc(C)cc(OCC(=O)NNC(=O)CCN2C(=O)c3ccccc3C2=O)c1
 : 7	17	0	·	-13	·	16	·
28: C/C(=N\NC(=O)c1ccccc1)c1ccccc1F
 : -2	-16	-2	-6	-85	2	-42	·
29: C[C@H]1CN([C@@H](C)CO)C(=O)c2cccc(NC(=O)C3CC3)c2O[C@H]1CN(C)S(=O)(=O)c1cccs1
 : -1	18	3	5	-3&20	3	5	0
30: CCC1=Nc2cc(C(=O)NCC3CCCO3)ccc2Sc2ccc(Br)cc21 (configuration not stated)
 : 0	29	0	7	1	9	55*	·
31: c1cncc(C(c2nnnn2C2CCCC2)N2CCN(Cc3ccc4c(c3)OCO4)CC2)c1 (configuration not stated)
 : 3	·	·	-5	14	-1	·	0
32: Cc1ccc(Nc2nnc(C)c3ccccc23)c(C)c1
 : -1	15	1	-52	0	·	-14	·
33: Cc1cc(-c2ccc(S(=O)(=O)N3CCN(c4cccc(C(F)(F)F)c4)CC3)s2)on1
 : 1	12	1	6	0	-1	·	·
34: Cc1cccc2c1NC(=O)C2=Nc1ccc(Cl)cc1
 : 4	19	-2	6	-17	6	35	-1
35: COc1ccc(NC(=O)N[C@@H]2CC[C@@H](CC(=O)NC3CCC3)O[C@@H]2CO)cc1
 : ·	-10	0	30	-5	3[16.7 µM]	4	23
36: CCCNC(=O)N1CC2(CN(C(=O)CN(C)C)C2)c2c(n(C)c3cc(OC)ccc23)[C@@H]1CO
 : -11	15	0	22	-36	·	23	·
37: CCn1c(SCC(=O)NCCc2ccc(F)cc2)nnc1-c1cccs1
 : -5	12	11	9	·	-10	·	0
38: Cc1cccn2cc(-c3cccc(S(=O)(=O)N4CCCCC4)c3)nc12
 : -3	11	3	·	-6	·	·	9
39: Nc1nnc(SCC(=O)NC2CCCCC2)s1
 : ·	·	·	-3	-1	-5	·	2
40: CC1=[N+](C)N(c2ccccc2)C(=O)C1N=C/C=C/c1ccccc1 (configuration not stated)
 : -2	14	0	11	·	·	10	-1
41: O=C(NNC(=O)c1ccc(O)c(Cl)c1)c1cccc(S(=O)(=O)N2CCOCC2)c1
 : 7	-3	12	·	-7	12	-13	·
42: COc1cc(NC(=O)c2cccs2)c(OC)cc1NC(=O)CCC(=O)Nc1cccc2ncccc12
 : 10	19	-2	3	11	·	0	·
43: C[C@@H]1CN([C@@H](C)CO)C(=O)c2cccc(NS(=O)(=O)c3ccc(Cl)cc3)c2O[C@@H]1CN(C)S(=O)(=O)c1ccc(Cl)cc1
 : ·	-29	1	-12	-2	8[16.7 µM]	-5	-2
44: Cc1ccc(-c2c[n+]3c(n2-c2ccccc2)SCC3)cc1
 : -10	15	-4	3	·	-1	20	·
45: COc1ccc(NC(=O)N(C)C[C@H]2OCCCC[C@@H](C)Oc3ccc(NS(=O)(=O)c4cccs4)cc3C(=O)N([C@H](C)CO)C[C@H]2C)cc1
 : ·	·	1	6	-22	-1[16.7 µM]	9	2
46: CN1C(=O)c2cc(NC(=O)Cc3cccs3)ccc2OC[C@@H]2O[C@H](CC(=O)NCCc3ccncc3)CC[C@@H]21
 : -18	-22	-3	·	-2	·	-2	-10
47: CC(C)c1ccc(NC(=O)COC(=O)/C=C/c2cccc([N+](=O)[O-])c2)cc1
 : 4	13	10	·	-2	·	5	·
48: C[C@H](CO)N1C[C@H](C)[C@H](CN(C)C(=O)Nc2ccccc2)Oc2c(NC(=O)Nc3ccc(F)cc3)cccc2C1=O
 : ·	·	-2	-5	22	-3[16.7 µM]	-3	-3
49: C/C(=N\NC(=O)c1ccc(Cn2cc([N+](=O)[O-])cn2)o1)c1cccc(NC(=O)C(C)C)c1
 : 7	31	-4	·	-4	·	2	·
50: OC1CCC2CN3CCc4c([nH]c5ccccc45)C3CC2C1 (configuration not stated)
 : ·	·	-5	-5	·	9	-15	1
51: Cc1ccc[n+](/C(C(=S)NCc2ccco2)=C(/[O-])c2ccccc2Cl)c1
 : 13	-6	·	12	·	0	·	3
52: Cc1cccc(-c2ccc([C@H]3[C@H]4CN(C(=O)c5cccnc5)CC(=O)N4[C@H]3CO)cc2)c1
 : ·	15	2	-4	9	·	5	·
53: CC(C)NC(=O)Nc1ccc2c(c1)C(=O)N([C@@H](C)CO)C[C@@H](C)[C@H](CN(C)Cc1ccc(Cl)c(Cl)c1)OCCCC[C@H](C)O2
 : 2	38	2	4	6	·	-5	·
54: O=C(NCc1ccccc1)c1ccc(Oc2ccc(C(=O)NCc3ccccc3)cc2)cc1
 : ·	·	·	-11	1	-2	·	-2
55: CCc1ccc(/C(C)=N/NC(=O)c2ccccn2)cc1
 : 1	-2	-2	·	-2	0	-15	-2
56: Cc1coc2c(C)c3oc(=O)c(CCC(=O)N(C)CC(=O)O)c(C)c3cc12
 : 2	-2	6	8	-24	-4	0	-1
57: CCC(O)C(C)(C)C (configuration not stated)
 : ·	·	-3	-3	21	0	-1	-1
58: Cc1ccc(C(C(=O)NC2CCCCC2)N(Cc2ccccc2)C(=O)Cc2c[nH]c3ccccc23)o1 (configuration not stated)
 : 2	27	·	-21	7	75	·	0
59: C[C@H](CO)N1C[C@H](C)[C@@H](CN(C)C(=O)Nc2ccccc2)Oc2c(NC(=O)CCCCCC(=O)Nc3ccccc3N)cccc2C1=O
 : ·	9	0	-2	11	18[16.7 µM]	-11	-3
60: O=C(Nc1ccccc1C(=O)NCc1cccnc1)c1ccccc1F
 : -10	·	0	·	-10	-2	·	2

# New compounds follow:
# Order of values – FN deposition inh	PAX8 reporter	CASP6 VEID inh	PGC1a acetyl inh	LGR2 inh	miR122 inh	EWS-Fli block	Cneo AK release
61: COc1cccc(-c2ccc([C@H]3[C@@H](CO)N4CCCCN(C(=O)NC(C)C)C[C@@H]34)cc2)c1
 : ·	1	·	-8	4	-3[16.7 µM]	·	3
62: Cc1cc(-c2nnc(CCC(=O)N(CC3CC3)CC3CCCO3)o2)no1 (configuration not stated)
 : 1	-15	-5	-2	-6	·	-6	·
63: O=C(Cc1ccc(O)cc1)NC1CCCCCC1
 : -5	-145	-2	7	-48	-2	·	1
64: COCCNC(=O)CN1CCCCCC1
 : -4	4	-1	-5	7	-3	12	2

# Rows are unselected; any-hit rate near 2.5%.
